From PubChem
West Nile virus CPE = West Nile virus antiviral activity, cell-based, CPE readout (AID 1621); CPE inhibition, % at 10 µM, or IC50 in µM where a hit was titrated; West Nile virus-infected cells, CPE inhibition; higher % means a stronger effect; 290,000 tested, 0.02% active; in the data active = a potency from the dose series; inconclusive = CPE inhibition mostly from about 3.7% at the one dose, without a potency; inactive = the rest, 99 in 100 with CPE inhibition below about 2.2%; also: strong numbers were not always called active
RSV antiviral HEp-2 = RSV antiviral activity via CPE protection, HEp-2 cells, primary 10 µM value included (AID 2391). 310,000 tested, 0.13% active. CPE inhibition, % at 10 µM, or IC50 in µM where a hit was titrated. HEp-2 cells, RSV-induced CPE inhibition; higher % means a stronger effect; in the data active = a potency from the dose series; inconclusive = CPE inhibition mostly from about 23% at the one dose, without a potency; inactive = the rest, 99 in 100 with CPE inhibition below about 21%; also: strong numbers were not always called active
P. falciparum M1AAP = P. falciparum M1AAP inhibitors, biochemical, fluorogenic H-Leu-NHMec substrate, 1536-well (AID 1445) | recombinant M1AAP, H-Leu-NHMec fluorogenic kinetic assay; higher % means a stronger effect | inhibition, % at 30 µM, or IC50 in µM where a hit was titrated | 220,000 tested, 0.42% active;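 active = primary inhibition above the hit cutoff, then over 50% inhibition at one or more dose response concentrations, cut at about 23% in these data, passing the limit was not always enough; inconclusive = conflicting primary data, or primary hits not chosen for dose response; inactive = low primary inhibition, or under 50% at every dose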;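 also: plate controls were DMSO full reaction for no effect and no enzyme background for full effect; strong numbers were not always called active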
P. falciparum M17LAP = P. falciparum M17LAP inhibitors, primary screen, biochemical, fluorogenic H-Leu-NHMec substrate, 1536-well (AID 1619); Leucine aminopeptidase (Plasmodium falciparum (isolate 3D7)); recombinant M17LAP, H-Leu-NHMec fluorogenic kinetic assay; higher % means a stronger effect; inhibition, % at 30 µM, or IC50 in µM where a hit was titrated; 220,000 tested, 0.38% active;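 active = compound inhibiting the enzyme by more than half at any dose during confirmatory dose-response retesting; inconclusive = strong single-dose inhibitors picked by rank but not retested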;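 also: plate controls were full reaction with DMSO carrier for no effect and no enzyme background for full effect; strong numbers were not always called active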
human PMI inhibition = inhibitors of human PMI, primary screen, biochemical, fluorescence intensity, coupled assay (AID 1209); inhibition, % at 20 µM; hits with a dose series show IC50 in µM; 190,000 tested, 0.42% active; Mannose-6-phosphate isomerase (Homo sapiens); purified PMI enzyme, coupled fluorescence intensity; higher % means a stronger effect;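 also: plate controls were DMSO vehicle for no effect and wells lacking substrate for full effect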
UTI89 phage lysis = inhibition of K1F phage lysis, E. coli UTI89, bacterial capsule biogenesis inhibitors, alamar blue (AID 488966); inhibition, % at 100 µM, or IC50 in µM where a hit was titrated; E. coli UTI89 K1F phage lysis, alamar blue, 2 h; higher % means a stronger effect; 340,000 tested, 0.02% active;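 active = phage lysis inhibition, versus mean bacterial control, above a set limit; inconclusive = no clear call, values can overlap the other calls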;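 also: capsule biogenesis inhibitors block K1F phage lysis so surviving cells raise fluorescence; higher fluorescence means more inhibition of phage lysis; actives were called in the ten point dose series up to 300 µM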
PMI inhibition = human PMI inhibitors, high substrate, primary screen, biochemical, fluorescence intensity, high mannose 6-phosphate (AID 1220). Mannose-6-phosphate isomerase (Homo sapiens). recombinant PMI enzyme, coupled fluorescence intensity; higher % means a stronger effect. inhibition, % at 20 µM; hits with a dose series show IC50 in µM. 190,000 tested, 0.66% active
TNAP activation fold = human TNAP enzyme activators, primary screen, biochemical, luminescent, no phosphate acceptor, uHTS (AID 1001) | Alkaline phosphatase, tissue-nonspecific isozyme (Homo sapiens) | purified TNAP, luminescent activation assay, no phosphate acceptor; higher activation fold means a stronger effect | activation fold at 20 µM; hits with a dose series show EC50 in µM | 200,000 tested, 0.03% active; in the data active = activation fold from about 3, or a potency from the dose series; inactive = the rest, 99 in 100 with activation fold below about 1.6; also: many of its hits are not listed in these tables
T cell modulator = modulators of CD8 T cell-vesicle binding, primary screen, mouse 2C CD8+ T cells, flow cytometry; 2C CD8+ T cell-vesicle binding; stronger effect = lower value; AID 2052, 2009; 330,000 tested, 0.068% active; calls only at 7 µM;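 active = response, share of CD8 T cells binding vesicles, and their 90th percentile fluorescence all below set limits, cut at about 80% in these data, passing the limit was not always enough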
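Test system: purified 2C TCR transgenic mouse naive CD8+ T cells. Probe or stimulus: QL9-peptide-loaded Drosophila micro-vesicles bearing Ld, ICAM-1 and B7-1. Incubation: binding step 1.5 h, 37 °C, antibody labelling 20 min, ice. Measured by: flow cytometry of vesicle-bound cells.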
T cell modulator vesicle-bound % = recorded beside T cell modulator, whose call it bears; double positive events, %; measured here: CD8+ vesicle-bound cell fraction;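 binding gate set so that unloaded-vesicle control wells show 10% double positive cells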
* hit, by the source's call; i = inactive; ? = inconclusive; . = not tested or not shown; [ ] = remark or other dose. Rule as the data show it, unless noted: active = inhibition above about 50%; inactive = the rest.

Screens by letter: A = West Nile virus CPE; B = RSV antiviral HEp-2; C = P. falciparum M1AAP; D = P. falciparum M17LAP; E = human PMI inhibition; F = UTI89 phage lysis; G = PMI inhibition; H = TNAP activation fold; I = T cell modulator; J = T cell modulator vesicle-bound %
CN(c1ccccc1)S(=O)(=O)c1cc(C(=O)Nc2nc3ccccc3[nH]2)ccc1Cl
  A: 1.3%	B: 3.0%	C: -9.9%	D: 0.0%	E: 8.0%	F: 4.3%	G: -5.4%	H: 1.4	I: i	J: 33.4

CC(=O)NCCc1cnc[nH]1
  A: 0.4%	B: 3.2%	C: .	D: .	E: .	F: -0.7%	G: .	H: .	I: i	J: 29.1

COc1ccc(-n2c(C)cc(C(=O)Cn3nnc4ccccc4c3=O)c2C)cc1
  A: -1.3%	B: 2.1%	C: 1.9%	D: -2.8%	E: 8.8%	F: 2.1%	G: 14.0%	H: 1	I: i	J: 5.9

O=C(CCSCCc1ccccn1)Nc1cc(F)ccc1F
  A: 0.3%	B: 0.5%	C: 7.3%	D: 0.5%	E: -3.3%	F: 4.9%	G: -5.1%	H: 1.1	I: i	J: 59.7

COc1cc(C(=O)NCCCCc2ccccc2)cc(OC)c1OC
  A: 0.9%	B: 5.1%	C: .	D: .	E: .	F: 0.4%	G: .	H: .	I: i	J: 54.0

CCOCCCNC(=S)N1CCN(Cc2ccco2)CC1
  A: 0.1%	B: 0.1%	C: 3.8%	D: 0.2%	E: 2.9%	F: -0.3%	G: -1.3%	H: 1.1	I: i	J: 39.5

CC1=C(C)CC(C(=O)NNC(=O)c2cccc(Cl)c2)C(C(=O)O)C1 (stereo not drawn)
  A: -0.2%	B: 0.4%	C: 1.9%	D: 27.5%	E: -6.3%	F: -1.5%	G: -1.0%	H: 1.1	I: i	J: 44.9

Cc1[nH]nc2nc(SCC(=O)NCCC3=CCCCC3)n(-c3ccc(Br)cc3)c(=N)c12
  A: -0.2%	B: 7.4%	C: .	D: .	E: .	F: 0.0%	G: .	H: .	I: i	J: 5.2

Cc1ccc(NC(=O)C2CCCN(c3cnccn3)C2)c(C)c1 (stereo not drawn)
  A: -0.1%	B: 1.8%	C: .	D: .	E: .	F: 2.5%	G: .	H: .	I: i	J: 8.8

CN(C(=O)COC(=O)c1cn(-c2ccccc2)nc1-c1ccccc1)C1CCS(=O)(=O)C1 (stereo not drawn)
  A: -0.9%	B: 1.4%	C: 7.5%	D: -2.0%	E: 0.8%	F: -0.4%	G: 6.7%	H: 1	I: i	J: 36.6

COc1ccccc1CNC(=O)c1cc(C(C)C)nc2ccccc12
  A: 0.1%	B: 0.4%	C: .	D: .	E: .	F: -0.1%	G: .	H: .	I: i	J: 32.2

CCCC(=O)Nc1c2c(nn1-c1ccc([N+](=O)[O-])cc1)CS(=O)(=O)C2
  A: -0.7%	B: 0.5%	C: .	D: .	E: .	F: 0.1%	G: .	H: .	I: i	J: 37.1

O=C(c1cncc(Br)c1)N1CCCc2ccccc21
  A: -0.8%	B: 1.0%	C: 5.0%	D: 1.2%	E: 5.3%	F: -1.2%	G: 3.3%	H: 1.1	I: i	J: 39.0

O=C(/C=C/c1cccc(F)c1)NC1CCN(Cc2ccccc2)CC1
  A: -0.6%	B: 0.9%	C: .	D: .	E: .	F: 0.3%	G: .	H: .	I: i	J: 27.0

COc1ccccc1NC(=O)CN1CC(=O)Nc2ccccc21
  A: -0.6%	B: 0.4%	C: 4.2%	D: 9.6%	E: -56.1%	F: 0.3%	G: -55.0%	H: 1	I: i	J: 31.4

CCOC(CCc1c(C)nc(NC(C)=O)[nH]c1=O)OCC
  A: 0.6%	B: 1.2%	C: -0.9%	D: -17.3%	E: .	F: 1.5%[50 µM]	G: .	H: .	I: i	J: 27.7

Cn1c(Cc2ccccc2)nnc1SCC(=O)Nc1ccc2c(c1)OCCO2
  A: -0.2%	B: .	C: -0.3%	D: 11.1%	E: 1.9%	F: 2.0%	G: 3.3%	H: 1.1	I: i	J: 35.4

Cc1ccc(C)c(NC(=O)Cn2nnc(-c3ccc(N4CCOCC4)cc3)n2)c1
  A: ?	B: 3.2%	C: -1.5%	D: 19.1%	E: -0.3%	F: 0.0%	G: -2.3%	H: 1.4	I: i	J: 16.1

O=C(CSc1cn(CC(=O)N2CCOCC2)c2ccccc12)N1CCOCC1
  A: 0.0%	B: 2.4%	C: .	D: .	E: .	F: 4.6%	G: .	H: .	I: i	J: 23.1

CC(C)C(=O)Nc1ccc(NC(=O)c2cccc(F)c2)cn1
  A: 0.8%	B: 0.6%	C: 1.7%	D: 1.6%	E: 0.2%	F: -0.6%	G: 5.2%	H: 1.1	I: i	J: 41.8

COCC(=O)Nc1cc(OC)c(Cl)cc1OC
  A: -0.3%	B: 1.4%	C: 0.3%	D: -10.3%	E: 5.9%	F: 0.3%	G: 5.2%	H: 1.1	I: i	J: 10.6

CC(=O)Oc1cccc(C(=O)Nc2c[nH]c(=O)[nH]c2=O)c1
  A: -0.1%	B: 2.7%	C: 6.8%	D: -8.1%	E: -3.9%	F: .	G: 2.2%	H: 1	I: i	J: 40.0

O=C(CN1C(=O)c2ccccc2S1(=O)=O)NCCSCc1c(F)cccc1Cl
  A: -0.8%	B: 0.3%	C: .	D: .	E: .	F: -0.1%	G: .	H: .	I: i	J: 20.2

CCCc1cc(=O)oc2c(C)c(OCC(=O)N3CCC[C@@H]3C(=O)O)ccc12
  A: 0.3%	B: 1.6%	C: .	D: .	E: .	F: 0.3%	G: .	H: .	I: i	J: 30.2

O=C(CSc1nc2ccccc2[nH]1)NCCc1ccc(Cl)cc1
  A: -1.0%	B: ?	C: 2.3%	D: 34.3%	E: 0.2%	F: -1.2%	G: 2.4%	H: 1.5	I: i	J: 23.8

O=C(CCN1CCN(S(=O)(=O)c2ccc(Br)cc2)CC1)Nc1ccccc1F
  A: 1.0%	B: 2.6%	C: 2.2%	D: -6.9%	E: -5.3%	F: 0.1%	G: -6.1%	H: 1.1	I: i	J: 27.3

CCOC(=O)N1CCC(N2C(=O)c3ccccc3C2=O)CC1
  A: -0.1%	B: 1.8%	C: 3.8%	D: -1.4%	E: 9.6%	F: -1.7%	G: 4.5%	H: 1	I: i	J: 33.3

Cc1ccc(N2C(=N)/C(=C3/Nc4ccccc4S3)C(c3ccccc3)C2=O)cc1 (stereo not drawn)
  A: -2.0%	B: -0.2%	C: 5.8%	D: 3.8%	E: 1.7%	F: 4.9%	G: -4.4%	H: 1	I: i	J: 39.1

Part of the list above with just T cell modulator, T cell modulator vesicle-bound % and PMI inhibition:
Molecule | T cell modulator | T cell modulator vesicle-bound % | PMI inhibition
O=C(CSc1cn(CC(=O)N2CCOCC2)c2ccccc12)N1CCOCC1 | i | 23.1 | .
O=C(/C=C/c1cccc(F)c1)NC1CCN(Cc2ccccc2)CC1 | i | 27.0 | .
CCOC(=O)N1CCC(N2C(=O)c3ccccc3C2=O)CC1 | i | 33.3 | 4.5%
CCOCCCNC(=S)N1CCN(Cc2ccco2)CC1 | i | 39.5 | -1.3%
COc1cc(C(=O)NCCCCc2ccccc2)cc(OC)c1OC | i | 54.0 | .
COc1ccc(-n2c(C)cc(C(=O)Cn3nnc4ccccc4c3=O)c2C)cc1 | i | 5.9 | 14.0%

Exported with values under each structure: entries from further up
Sequence of screens: West Nile virus CPE	RSV antiviral HEp-2	P. falciparum M1AAP	P. falciparum M17LAP	human PMI inhibition	UTI89 phage lysis	PMI inhibition	TNAP activation fold	T cell modulator	T cell modulator vesicle-bound %
> O=C(CSc1cn(CC(=O)N2CCOCC2)c2ccccc12)N1CCOCC1
    0.0%	2.4%	.	.	.	4.6%	.	.	i	23.1
> CC(C)C(=O)Nc1ccc(NC(=O)c2cccc(F)c2)cn1
    0.8%	0.6%	1.7%	1.6%	0.2%	-0.6%	5.2%	1.1	i	41.8
